Eya2 inh – blocks the phosphatase activity of human Eya2; Potency, µM (doses to about 76.9 µM), for inactives: at the top dose activity, negative = inhibition, actives largely listed as inhibitors; O00167; hit rate 0.006% among 330,000; AID 488837; recombinant Eya2, OMFP fluorescence dephosphorylation (OMFP is methylfluorescein phosphate); note: potency is the fitted concentration of half-maximal effect; % is set by controls: 0 for no effect and ±100 for the full control effect
Target sequence (O00167 whole entry, looked up): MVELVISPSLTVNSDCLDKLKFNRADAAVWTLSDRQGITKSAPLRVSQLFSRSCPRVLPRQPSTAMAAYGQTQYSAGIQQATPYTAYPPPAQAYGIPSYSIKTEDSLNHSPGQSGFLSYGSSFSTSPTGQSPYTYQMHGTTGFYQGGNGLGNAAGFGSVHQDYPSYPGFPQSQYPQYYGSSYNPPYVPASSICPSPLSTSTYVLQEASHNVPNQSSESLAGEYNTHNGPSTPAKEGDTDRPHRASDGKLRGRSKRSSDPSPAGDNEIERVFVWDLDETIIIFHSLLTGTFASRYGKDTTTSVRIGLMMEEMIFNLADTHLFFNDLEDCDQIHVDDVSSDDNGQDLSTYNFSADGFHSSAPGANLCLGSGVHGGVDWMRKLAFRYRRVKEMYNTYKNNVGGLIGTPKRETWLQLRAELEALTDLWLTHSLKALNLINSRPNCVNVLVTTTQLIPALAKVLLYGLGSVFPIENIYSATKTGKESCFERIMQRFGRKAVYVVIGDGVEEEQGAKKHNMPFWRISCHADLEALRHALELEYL
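Eya2 (0.2 uM) preincubated 10 min at ambient with compound, then OMFP substrate added at 50 uM; 10 min reaction in 50 mM HEPES pH 7.5, 50 mM NaCl, 5 uM MgCl2, 0.05% BSA, 1 mM DTT. Fluorescence read at Ex 485/Em 525 nm.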
ASM inhibitor – inhibitors of human secretory acid sphingomyelinase; P17405; placental ASM, HMU-PC fluorogenic substrate, 60 min; Potency, µM (highest dose often 57.5 µM), without a hit: at the highest dose activity change, negative = inhibition, actives largely listed as inhibitors; hit rate 0.006% among 340,000; note: potency is the fitted concentration of half-maximal effect
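Human placenta-derived ASM enzyme was preincubated with compound for 10 minutes at room temperature, then given fluorogenic substrate HMU-PC0 (9 uM final) for 60 minutes at 37 °C; a pH 10 stop preceded fluorescence reading at Ex 386/Em 447 nm.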
Menin MLL FP TR – displaces Texas Red mutant MLL peptide from human menin | O00255 | Menin + Texas Red MLL mutant peptide, fluorescence polarization | Potency, µM (titrated, usually from 61.6 µM), without a hit: at the top dose FP activity change, negative = inhibition, actives largely listed as inhibitors | hit rate 0.23% among 270,000; active = well fitted inhibition curve with a large enough effect in the polarisation, with a control signal flat, not every such curve was filed as active; inconclusive = small, poorly fitted or top-dose-only effect, or effect the other way, or a change in a side signal; inactive = no such curve, though single readings can be large or run the other way; the % refers to the polarisation; note: potency is the fitted concentration of half-maximal effect; % of control where 0% means no effect; many of its hits are not listed in these tables
Mito fusion yeast – mitochondrial division inhibition or fusion activation | hit rate 0.23% among 320,000 | AID 485298 | S. cerevisiae fusion-defective mutant growth rescue, CellTiterGlo 48 h | Potency, µM (titrated, usually from 46.1 µM), inactives show at the highest dose growth rescue (activation), usual class: activators;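 note: potency is the fitted concentration of half-maximal effect; % of control where 0% means no effect; nearly all actives have a fitted effect of over 45% in size; temperature-sensitive fusion mutants such as fzo1-1 at 37 °C on non-fermentable ethanol glycerol medium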
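Yeast fusion mutant, YPEG (non-fermentable carbon), compound, 48 h at 37C non-permissive; CellTiterGlo added, 10 min RT, luminescence read. Rescued growth = division inhibition.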
MBNL1 CUG block – MBNL1-poly(CUG) RNA binding inhibition | AID 2675 | Q9NR56 | Potency, µM (titrated, usually from 57.5 µM), inactives show at the highest dose activity change, negative = inhibition, usual class: inhibitors | TR-FRET MBNL1-His/biotin-(CUG)12 binding, 665/545 ratio | hit rate 0.036% among 280,000; active = well fitted inhibition curve with a large enough effect in the signal ratio, with a control signal flat, not every such curve was filed as active; inconclusive = small, poorly fitted or top-dose-only effect, or effect the other way, or a change in a side signal; inactive = no such curve, though single readings can be large or run the other way; the % refers to the signal ratio; note: potency is the fitted concentration of half-maximal effect; % is set by controls: 0 for no effect and ±100 for the full control effect
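Inhibition of protein-RNA binding appears as loss of TR-FRET between terbium anti-His antibody on MBNL1-His and streptavidin-XL665 on biotin-(CUG)12. Activity is normalized to buffer-only and uninhibited-complex controls.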
USP2a block – inhibitors of human ubiquitin-specific protease USP2a; O75604; USP2 core, Ub-CHOP2 coupled fluorogenic reporter, 485/531; hit rate 0.01% among 330,000; Potency, µM (series often up to 38.3 µM), for inactives: at the top dose activity change, negative = inhibition, most hits filed as inhibitors;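 note: potency is the fitted concentration of half-maximal effect; plate controls were DMSO wells for no effect and full inhibition by NEM control for full effect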
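Deubiquitinase activity read as fluorescence (485/531 nm) after Ub-CHOP2 cleavage activates the enterokinase reporter on its substrate; USP2 core 10nM, Ub-CHOP2 and substrate 25nM each, 30min compound preincubation then 60min RT; data normalized to NEM, curves fitted.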
hERG WT inh – blocks the wildtype human KCNH2 potassium channel; activity change, % at 1.84 µM; U2OS, BacMam KCNH2, thallium flux FluxOr; stronger effect = lower value; AID 720551; hit rate 0.37% among 340,000; Q12809;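 active = maximum activity change below -70%; inconclusive = maximum activity change between -70% and -50%; inactive = maximum activity change above -50%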; note: % is set by controls: 0 for no effect and ±100 for the full control effect
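U2OS cells transduced with wild-type KCNH2 virus are loaded with FluxOr dye for 45 min, and thallium flux is measured in kinetic reads before and after stimulation buffer. Rate constants are normalized to DMSO controls.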
TSHR antagonist – blocks TSH signaling through the human TSH receptor | P16473 | TSHR-expressing cells, TSH-stimulated cAMP HTRF, 2 h; stronger effect = lower value | activity change, negative = inhibition, % at 11.5 µM | hit rate 0.2% among 330,000 | AID 504810;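 active = activity change below a set negative limit, meaning inhibition stronger than a set level, cut at about -70% in these data; inconclusive = activity change between two set negative limits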; note: % is set by controls: 0 for no effect and ±100 for the full control effect
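Cell-based HTRF cAMP assay; TSHR cells + compound, TSH EC80 (4nM final), 2 h, 37 deg C. Lysis with anti-cAMP cryptate and cAMP-d2, 30 min RT, read 665/620 nm.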
BCR signal inh – inhibitors of chronic active B-cell receptor signaling. ABC-DLBCL IkBa-CBG/CBR reporter, luminescence ratio, 4 h. Potency, µM (series often up to 46.1 µM), for inactives: at the top dose ratio change, negative = lower green/red ratio, hits mostly inhibitors. hit rate 0.05% among 340,000; active = well fitted inhibition curve with a large enough effect in the signal ratio, with a control signal flat, not every such curve was filed as active; inconclusive = small, poorly fitted or top-dose-only effect, or effect the other way, or a change in a side signal; the % refers to the signal ratio;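 note: potency is the fitted concentration of half-maximal effect; plate controls were basal doxycycline-induced cells for no effect and cells given 10 µM MG132 for full effect; MG132 reads +100%, hits lower the ratio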
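TMD8 ABC-DLBCL cells carrying doxycycline-inducible green luciferase fused to IkappaBalpha plus unfused red luciferase were exposed to compounds (up to 46 uM) for 4 hrs at 37C. Activity came from the overlap-corrected green/red luminescence ratio.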
Active calls of the source: *; ? = inconclusive; & = joins results of further samples; ! = not confirmed by another sample; [ ] = dose if it differs, or a comment. Unless noted, calls come from the whole dose curve; as a rule, active = well fitted curve in the direction sought with a large enough effect; inconclusive = small, poorly fitted or top-dose-only effect, or another doubt; inactive = no such curve, though single readings can be large; an effect the other way counts as inactive or inconclusive. Only part of the results is shown. The share of hits here may be higher or lower than overall.

SMILES	Eya2 inh	ASM inhibitor	Menin MLL FP TR	Mito fusion yeast	MBNL1 CUG block	USP2a block	hERG WT inh	TSHR antagonist	BCR signal inh
CCOC(=O)Nc1ccc(NCc2ccc(F)cc2)nc1N	50.1µM*!	98.7%[activator]	-6.5%	10.4%&-1.9%	?	?	-6.1	-10.7&1.1	12.4%

Assay outcomes: PubChem BioAssay, National Center for Advancing Translational Sciences (NCATS)
